# Screens (PubChem)
# CCT chaperon mod = High-Throughput Screening for Modulators of Cytosolic Chaperonin Activity; purified chaperonin ATPase assay, HTRF ADP detection, 30 min; activity change, % (no concentration beside the values), hits read low; 360,000 compounds, 0.3% hits; AID 651819, 2012; in the data active means activity change below about -30%; further: on the % scale 0 is the no-effect control and ±100 the full control effect
#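 ATPase activity: ADP formed was measured by HTRF Transcreener (665/615 nm ratio) after 30 min at 37 deg C with 10 uM ATP. Compounds screened at one 76 uM concentration against 40 or 20 nM TRiC in Tris pH 7.4/KCl/MgCl2/DTT buffer.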
# PI5P4Ka inh = qHTS for Inhibitors of phosphatidylinositol 5-phosphate 4-kinase (PI5P4K); 330,000 compounds, 1.2% hits; max response, %; Phosphatidylinositol 5-phosphate 4-kinase type-2 alpha (Homo sapiens), P48426; PI5P4Kalpha enzyme, ADP-Glo luminescence, 60 min; active compounds read low; AID 652105, 2013; active means max response of -50% or lower; inconclusive means between -30% and -50%; inactive means -30% or higher; further: value at the top dose of about 77 µM; on the % scale 0 is the no-effect control and ±100 the full control effect
#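 Compounds were pin-transferred onto PI5P4Kalpha and substrate in HEPES pH 7.4 buffer with EGTA, CHAPS and 5% DMSO. ATP (5 microM final) started the reaction, which ran 60 minutes at room temperature before ADP-Glo detection.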
# WRN inhibitor = qHTS for Inhibitors of WRN Helicase | WRN helicase unwinding, fluorescent forked duplex, kinetic | Bifunctional 3'-5' exonuclease/ATP-dependent helicase WRN (Homo sapiens), Q14191 | Potency, µM (series often up to 114 µM), for inactives: at the highest dose activity change, negative = inhibition, usual class: inhibitors | 360,000 compounds, 0.46% hits; further: potency means the concentration at half of the fitted maximal effect; on the % scale 0 is the no-effect control and ±100 the full control effect; nearly all actives have a fitted effect of over 55% in size
#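 Fluorescence dequenching readout, ex 525 nm/em 598 nm, kinetic mode: forked duplex DNA (100 nM final) with adjacent fluorophore and quencher unwound by WRN (20 nM final) with 2 mM ATP. Compound preincubation 15 min, room temperature.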
# EPAC2 antag = qHTS for Antagonist of cAMP-regulated guanine nucleotide exchange factor 2 (EPAC2): primary screen | 360,000 compounds, 0.18% hits | AID 720708, 2013 | Rap guanine nucleotide exchange factor 4 (Homo sapiens), Q8WZA2 | Potency, µM (series often up to 114 µM), for inactives: at the top dose activity, negative = inhibition, hits mostly inhibitors | EPAC2 GEF exchange of Rap1B-BODIPY-GDP, fluorescence; further: potency means the concentration at half of the fitted maximal effect; on the % scale 0 is the no-effect control and ±100 the full control effect; nearly all actives have a fitted effect of over 45% in size; many of its hits are not listed in these tables
# EPAC1 agonist = qHTS for Agonist of cAMP-regulated guanine nucleotide exchange factor 3 (EPAC1): primary screen | Potency, µM (top dose mostly 154 µM), for inactives: at the top dose activation, actives largely listed as activators | AID 720707, 2013 | EPAC1 agonist qHTS, biochemical assay; response scale: 100% = response to 6.5 mM cAMP | 360,000 compounds, 0.073% hits | Rap guanine nucleotide exchange factor 3 (Homo sapiens), O95398; further: potency means the concentration at half of the fitted maximal effect; nearly all actives have a fitted effect of over 60% in size
# Target sequence (O95398 whole entry, looked up): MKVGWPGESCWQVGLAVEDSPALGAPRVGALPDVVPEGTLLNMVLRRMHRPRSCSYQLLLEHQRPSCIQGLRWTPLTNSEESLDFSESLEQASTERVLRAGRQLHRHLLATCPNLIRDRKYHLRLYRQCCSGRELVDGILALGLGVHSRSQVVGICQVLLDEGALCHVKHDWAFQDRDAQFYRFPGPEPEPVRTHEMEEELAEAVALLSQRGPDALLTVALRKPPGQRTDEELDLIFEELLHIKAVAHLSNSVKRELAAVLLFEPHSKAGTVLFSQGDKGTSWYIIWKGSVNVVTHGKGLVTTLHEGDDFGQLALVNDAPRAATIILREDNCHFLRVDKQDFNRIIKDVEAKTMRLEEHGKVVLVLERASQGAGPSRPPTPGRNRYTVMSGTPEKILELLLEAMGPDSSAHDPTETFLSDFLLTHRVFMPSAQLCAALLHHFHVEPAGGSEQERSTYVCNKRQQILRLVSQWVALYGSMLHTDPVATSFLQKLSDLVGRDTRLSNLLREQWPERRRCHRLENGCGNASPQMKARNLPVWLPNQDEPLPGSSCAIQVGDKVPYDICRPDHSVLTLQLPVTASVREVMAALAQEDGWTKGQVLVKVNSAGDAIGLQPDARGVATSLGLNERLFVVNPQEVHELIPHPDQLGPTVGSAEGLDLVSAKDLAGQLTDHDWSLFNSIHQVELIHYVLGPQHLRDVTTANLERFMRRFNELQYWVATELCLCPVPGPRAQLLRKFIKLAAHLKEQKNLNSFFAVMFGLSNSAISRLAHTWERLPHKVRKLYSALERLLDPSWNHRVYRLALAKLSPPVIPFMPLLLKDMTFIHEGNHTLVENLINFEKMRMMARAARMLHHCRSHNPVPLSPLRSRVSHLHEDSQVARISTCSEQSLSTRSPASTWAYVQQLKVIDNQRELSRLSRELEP
#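 Nucleotide exchange assay: 100 nM EPAC1 with 250 nM Rap1B loaded with BODIPY-GDP and 50 uM GDP, room temperature. Fluorescence (480/540 nm) read every 5 min for 30 min; signal change normalized to 6.5 mM cAMP as full agonist.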
# MmCpn inh = Inhibitors of TCP-1 ring complex (TRiC) of Methanococcus maripaludis (MmCpn): qHTS; Chaperonin Mm-Cpn (Methanococcus maripaludis); purified Mm-Cpn ATPase, ADP Transcreener TR-FRET; Potency, µM (doses to about 76.9 µM), for inactives: at the highest dose activity, negative = inhibition, usual class: inhibitors; 330,000 compounds, 0.031% hits; AID 504842, 2011; further: potency means the concentration at half of the fitted maximal effect; on the % scale 0 is the no-effect control and ±100 the full control effect; nearly all actives have a fitted effect of over 80% in size
#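 ATPase turnover read by TR-FRET ADP competition (Eu cryptate antibody/ADP-d2, 665/590 nm): 10uM ATP final, 25nM Mm-CPN final, 30 min 37degC after 10-min compound preincubation, pH 7.4 Tris/KCl/MgCl2/DTT buffer.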
# EPAC1 antagonist = qHTS for Antagonist of cAMP-regulated guanine nucleotide exchange factor 3 (EPAC1): primary screen; AID 720709, 2013; Rap guanine nucleotide exchange factor 3 (Homo sapiens), O95398; 360,000 compounds, 0.14% hits; Potency, µM (doses to about 115 µM), for the others: at the top dose activity change, negative = inhibition, actives largely listed as inhibitors; EPAC1 GEF assay, Rap1b-BODIPY-GDP exchange fluorescence;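 further: potency means the concentration at half of the fitted maximal effect; plate controls were vehicle for no effect and positive control for full effect; nearly all actives have a fitted effect of over 50% in size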
# PLK1 PBD inh = qHTS for Inhibitors of PLK1-PDB (polo-like kinase 1 - polo-box domain): Primary Screen | Serine/threonine-protein kinase PLK1 (Homo sapiens), P53350 | Potency, µM, without a hit: max response, negative = inhibition, most hits filed as inhibitors | 360,000 compounds, 2.8% hits | Plk1 PBD binding of FITC phosphopeptide, fluorescence polarization; further: potency means the concentration at half of the fitted maximal effect; series mostly up to about 57 µM; on the % scale 0 is the no-effect control and ±100 the full control effect; nearly all actives have a fitted effect of over 65% in size
# Starred values were filed as active, the others as inactive; ? = inconclusive; . = no result given; [ ] = remark or other dose. Unless noted, the call rests on the fitted dose curve; in most records, active means well fitted curve in the direction sought with a large enough effect; inconclusive means small, poorly fitted or top-dose-only effect, or another doubt; inactive means no such curve, though single readings can be large; an effect the other way counts as inactive or inconclusive. These rows are one share of the data (hit frequency here may not be typical).
structure | CCT chaperon mod | PI5P4Ka inh | WRN inhibitor | EPAC2 antag | EPAC1 agonist | MmCpn inh | EPAC1 antagonist | PLK1 PBD inh
Cc1ccccc1Oc1nc2c(C)cccn2c(=O)c1/C=C(\C#N)C(=O)NC1CCS(=O)(=O)C1 (centres undefined) | -2.2 | 0 | -25% | -2% | 3% | 0% | -11% | -11%
O=C(NC(Cc1ccccc1)C(=O)NCCc1ccccn1)c1ccccc1 (centres undefined) | -2.1 | -5 | 7% | -11% | 10% | 1% | 14% | -4%
CN1CCN(Cc2nc3c(c(=O)n(C)c(=O)n3C)n2Cc2cccc3ccccc23)CC1 | 0.3 | . | 3% | 11% | -11% | 1% | 16% | -5%
O=C1NC[C@@H](c2ccccc2)OC(=O)[C@@H](Cc2ccc(F)cc2)C/C=C\C[C@@H]1CC(=O)N(CCO)Cc1ccccc1 | -1.7 | -4 | 15% | 5% | -8% | -1% | 10% | 4%
CCc1ccc(S(=O)(=O)Nc2cccc(-c3ccc4nnc(C)n4n3)c2)s1 | -1.5 | 0 | ? | 12% | -14% | -1% | -24% | -10%
CN1CCN(C(=O)c2ccc(S(=O)(=O)N(C)c3ccccc3)cc2)CC1 | 0.6 | -2 | 1% | 13% | 8% | . | 5% | 3%
COc1cc(OC)c(C(=O)OCC(=O)Nc2ccccc2Cl)cc1OC | -1.8 | 1 | 1% | -2% | -3% | -3% | -13% | -11%
Nc1nonc1C(=O)NCCNC(=O)c1cccc(Cl)c1 | -1.9 | 5 | -7% | -2% | -3% | -3% | -26% | -15%
N#CCCN(C(=O)COC(=O)CCN=C1NS(=O)(=O)c2ccccc21)c1ccc(F)cc1 | -0.6 | 1 | -1% | 9% | 7% | 1% | 7% | -7%
O=C(CSCc1ccc(F)cc1)N1CCN(c2ccc(F)cc2)CC1 | -0.5 | . | 8% | 2% | -1% | 1% | 6% | 0%
O=C(NNC(=O)c1cccc2ccccc12)c1ccc(Cl)cc1 | -0.9 | -2 | 8% | 2% | 1% | . | 0% | -5%
COc1cccc(NC(=O)C(c2ccccc2)N2CCCC2)c1 (centres undefined) | -3.6 | 1 | 20% | -2% | 1% | 2% | ? | -2%
COc1ccc(CCC(C)NCc2ccccc2OC)cc1 (centres undefined) | -5.0 | -9 | 3% | 1% | 6% | -2% | 2% | 0%
CCc1ccc2[nH]c(=O)c(C(c3nnnn3CCOC)N3CCN(c4ccc(F)cc4)CC3)cc2c1 (centres undefined) | -0.8 | 11 | -9% | -5% | 9% | 0% | -17% | -11%
CCOC(=O)C1C2C=CC3(CN(c4ccccc4CC)C(=O)C13)O2 (centres undefined) | 0.8 | 3 | 7% | 2% | 5% | . | 12% | -6%
N#CCSc1nc2scc(-c3cccs3)c2c(=O)n1CCc1ccccc1 | -3.2 | -1 | -8% | -3% | 5% | -1% | 0% | -1%
O=C(Nc1nc2c(s1)CCCC2)c1ccc(Br)o1 | -3.2 | 7 | 2% | 5% | 6% | -6% | -10% | -2%
CCOc1cc(C(=O)Nc2ccc(N3CCOCC3)cc2)cc(Br)c1OC | -13 | -5 | -1% | 17% | -11% | 0% | -11% | 0%
Cc1ccc2c(c1)NC(=O)CC(c1ccccc1)=N2 | 0.2 | 3 | -8% | 4% | 3% | 0% | -8% | -6%
N#C/C(=C\c1cc([N+](=O)[O-])ccc1Cl)C(N)=O | -2.0 | -17 | -22% | 9% | 16% | -4% | -9% | ?
Cn1c(=O)c2sccc2n(CC(=O)NCCC2=CCCCC2)c1=O | 0.2 | -2 | 9% | 8% | 0% | -2% | -20% | 2%
CN(CC(=O)Nc1ccccc1Cl)C(=O)CN1C(=O)C2CC=CCC2C1=O (centres undefined) | 3.2 | 0 | -5% | 3% | 6% | -1% | 4% | -13%
CCCn1nnnc1NCc1c(Cl)cccc1Cl | 1.2 | -2 | -10% | 2% | 15% | 0% | 5% | 5%
O=C(Nc1nc(-c2ccc3c(c2)OCO3)cs1)C1COc2ccccc2O1 (centres undefined) | -1.4 | -3 | -6% | 8% | -8% | -2% | -15% | -8%
C[C@@H]1CN([C@H](C)CO)C(=O)CCCn2nncc2CO[C@H]1CN(C)C(=O)OCc1ccccc1 | 1.3 | 2 | 8% | 8% | -12% | . | 17% | -3%
CCOC(=O)C1CCCN(C(=O)Cn2c(=O)c3cccn3c3cccnc32)C1 (centres undefined) | 1.0 | 0 | -3% | -11% | 10% | 3% | 10% | -3%
O=C(COC(=O)c1cc(S(=O)(=O)N2CCOCC2)ccc1F)NCc1ccc2c(c1)OCO2 | 1.4 | -6 | -6% | 9% | -8% | 1% | 0% | 1%
Cc1cc(C)cc(N/C(N)=N/c2nc(C)cc(C)n2)c1 | -0.5 | 8 | 17% | 7% | -2% | -13% | 3% | -3%
Nc1c(Cl)cc2c(c1Br)Cc1ccccc1-2 | -3.3 | -7 | 8% | 11% | 8% | . | -5% | -1%
S=C(NC1CC2CCC1C2)N1CCN(c2cccc(Cl)c2)CC1 (centres undefined) | -0.2 | 11 | -12% | -4% | 20% | 2% | -13% | 2%
CC(NC(=O)Cn1c(NCCO)nc2ccccc21)C1CC2CCC1C2 (centres undefined) | -1.8 | 2 | 3% | -1% | -1% | -1% | -1% | -13%
Cc1cc(C)nc(NS(=O)(=O)c2ccc(NC(=O)c3ccccc3[N+](=O)[O-])cc2)n1 | -1.2 | 9 | 3% | 0% | 9% | 0% | -5% | -5%
O=C(O)c1cc(N2C(=O)CCC2=O)ccc1NCc1cccnc1 | -0.6 | 2 | 1% | 0% | 6% | 0% | 6% | 3%
CCc1ccc(Nc2ncc3c(n2)CC(C)CC3=O)cc1 (centres undefined) | -9.5 | -1 | 4% | 8% | -6% | 1% | -16% | 0%
Cn1c(=O)n(C)c(=O)n(CC(=O)N2CCCCC2)c1=O | -1.1 | . | 0% | 17% | -1% | -2% | 4% | -4%
CC(C)c1ccc(N(CCc2ccccn2)C(=O)C(C)(C)C)cc1 | 0.3 | 2 | -8% | ? | -10% | . | -6% | -2%
Cc1ccc(S(=O)(=O)N2CCN(C(=O)COC(=O)CNC(=O)c3ccccc3)CC2)c(C)c1 | -1.8 | -1 | 0% | -8% | -2% | -4% | -8% | -4%
COc1ccc(C(=O)N2CCN(c3ccc(C)c(C)c3)CC2)cc1OC | -1.0 | 0 | 4% | 5% | -9% | 1% | -12% | -5%
COc1cccc(/C=C/C(=O)OCC(=O)NCCc2ccccc2)c1 | -3.3 | 7 | -6% | -1% | 1% | 1% | -19% | -3%
CC(C)(C)C(=O)N1CCN(c2ccc([N+](=O)[O-])c(-n3nc(-c4ccccc4)c4ccccc4c3=O)c2)CC1 | 0.8 | 2 | -1%[57.1 µM] | 12% | 7% | 2% | 28% | -1%

# Arranged by count of non-hydrogen atoms (lowest first): three of the compounds above
structure | CCT chaperon mod | PI5P4Ka inh | WRN inhibitor | EPAC2 antag | EPAC1 agonist | MmCpn inh | EPAC1 antagonist | PLK1 PBD inh
CCCn1nnnc1NCc1c(Cl)cccc1Cl | 1.2 | -2 | -10% | 2% | 15% | 0% | 5% | 5%
Cn1c(=O)n(C)c(=O)n(CC(=O)N2CCCCC2)c1=O | -1.1 | . | 0% | 17% | -1% | -2% | 4% | -4%
CCc1ccc(Nc2ncc3c(n2)CC(C)CC3=O)cc1 (centres undefined) | -9.5 | -1 | 4% | 8% | -6% | 1% | -16% | 0%

# Later entries:
structure | CCT chaperon mod | PI5P4Ka inh | WRN inhibitor | EPAC2 antag | EPAC1 agonist | MmCpn inh | EPAC1 antagonist | PLK1 PBD inh
Cc1ccc(NC(=O)COc2ccccc2C(=O)NCc2ccccc2)cc1 | -0.8 | 14 | -9% | 5% | -7% | -1% | -11% | -3%
CCc1ccccc1NC(=O)c1cccc(Oc2ccc([N+](=O)[O-])cc2Cl)c1 | -3.8 | 17 | -2% | -6% | 6% | -1% | 5% | -7%
COc1cc(/C=C/C(=O)O)cc(S(=O)(=O)N(C)CCO)c1OC | 1.4 | -8 | -6% | 14% | -10% | 1% | -15% | 3%
CCOC(=O)C1=CC[C@@H](c2ccco2)N(S(=O)(=O)c2ccc(C)cc2)[C@H]1C(=O)OCC | -3.9 | -4 | 1% | -8% | -10% | 1% | 1% | 0%
S=C(NCc1ccccc1)NC1CCCc2ccccc21 (centres undefined) | 2.5 | 7 | 0%[57.1 µM] | -5% | 10% | 3% | ? | ?
COc1cc(OC)nc(Oc2cccc(Cl)c2C)n1 | 0.1 | 7 | -4% | ? | 7% | . | 4% | -7%
COc1ccc(-n2nnc3c(SCC(=O)N4CCCc5ccccc54)ncnc32)cc1 | -1.9 | -1 | 4% | 7% | -2% | . | 21% | 0%
CCc1cc(CNC(=O)c2cc(COc3ccc(C)nc3)on2)on1 | 0.4 | 1 | 1% | -1% | -5% | 2% | 3% | -4%

# Grouped by structure, the compounds so far with bromine
structure | CCT chaperon mod | PI5P4Ka inh | WRN inhibitor | EPAC2 antag | EPAC1 agonist | MmCpn inh | EPAC1 antagonist | PLK1 PBD inh
O=C(Nc1nc2c(s1)CCCC2)c1ccc(Br)o1 | -3.2 | 7 | 2% | 5% | 6% | -6% | -10% | -2%
CCOc1cc(C(=O)Nc2ccc(N3CCOCC3)cc2)cc(Br)c1OC | -13 | -5 | -1% | 17% | -11% | 0% | -11% | 0%
Nc1c(Cl)cc2c(c1Br)Cc1ccccc1-2 | -3.3 | -7 | 8% | 11% | 8% | . | -5% | -1%
